LYP inhibition: inhibitors of LYP phosphatase, biochemical, fluorescence intensity, uHTS (AID 1779) | Tyrosine-protein phosphatase non-receptor type 22 (Homo sapiens) | inhibition, % at 11.5 µM; hits with a dose series show IC50 in µM | recombinant LYP phosphatase, fluorescence intensity; higher % means a stronger effect | 290,000 tested, 0.054% active; in the data active = inhibition above about 50%;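 note: plate controls were vehicle with enzyme for no effect and no enzyme for full effect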
Large T inhibition: SV40 large T antigen inhibitors, biochemical (AID 1903); SV40 large T antigen ATPase/helicase inhibition assay; higher % means a stronger effect; inhibition, % at 20 µM; hits with a dose series show IC50 in µM; 310,000 tested, 0.39% active; in the data active = a potency from the dose series; inconclusive = inhibition mostly from about 32% at the one dose, without a potency; inactive = the rest, 99 in 100 with inhibition below about 32%; note: strong numbers were not always called active
PhoP inhibition: inhibitors of PhoP regulon expression, primary screen, Salmonella Typhimurium, GFP reporter (AID 1863) | S. Typhimurium PhoP-regulated promoter GFP reporter, 4 h; higher % means a stronger effect | inhibition, % at 50 µM, or IC50 in µM where a hit was titrated | 300,000 tested, 0.16% active;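 active = inhibition over 29.93%, a cutoff 3 SD above the screen mean, later confirmed by dose response; inconclusive = inhibition over 29.93% but no dose response follow-up; inactive = inhibition at most 29.93% or unconfirmed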;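 note: 0% = low Mg2+ inducing control and 100% = high Mg2+ repressing control; strong numbers were not always called active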
ER stress rescue: rescue of cells from ER stress-induced death, primary screen, 384-well, CSM14.1, thapsigargin, ATP luminescence (AID 1222). 190,000 tested, under 10 active. cellular ATP content (survival), % at 20 µM, or EC50 in µM where a hit was titrated. CSM14.1 thapsigargin-induced death rescue, ATP luminescence; higher % means a stronger effect;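 active = EC50 below 50 µM in the dose-response confirmation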;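 note: death triggered by thapsigargin at about 15 µM added after 2 h compound pretreatment; cell ATP read after overnight thapsigargin exposure of roughly 18 to 22 hours; normalized against plate controls of thapsigargin alone and 5% DMSO vehicle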
MgcRacGAP inhibition: MgcRacGAP GTPase-activating activity inhibitors, confirmation, biochemical, ADP Hunter fluorescence; Rac GTPase-activating protein 1 (Homo sapiens); MgcRacGAP-stimulated Rac1 GTP hydrolysis, ADP Hunter fluorescence; higher % means a stronger effect; GST-tagged Rac1 F28L mutant substrate; inhibition, % at 30 µM; hits with a dose series show IC50 in µM; 340,000 tested, 0.6% active; AID 624330, 2012;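 active = first-screen hits whose inhibition reached a set limit at any dose in the follow-up dose series; inconclusive = inhibition above the set first-screen limit but never retested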;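 note: fluorescence reports GDP produced by GAP-driven GTP hydrolysis; strong numbers were not always called active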
West Nile antiviral: West Nile virus antiviral activity, cell-based, CPE readout (AID 1621); West Nile virus-infected cells, CPE inhibition; higher % means a stronger effect; one-dose CPE inhibition, % at 10 µM; IC50 in µM for titrated hits; 290,000 tested, 0.02% active; in the data active = a potency from the dose series; inconclusive = CPE inhibition mostly from about 3.7% at the one dose, without a potency; inactive = the rest, 99 in 100 with CPE inhibition below about 2.2%; note: strong numbers were not always called active
GPR35 antagonists: GPR35 antagonists blocking zaprinast-driven arrestin recruitment, primary screen, imaging, U2OS, beta-arrestin-GFP, zaprinast agonist (AID 2058). U2OS GPR35 beta-arrestin-GFP translocation imaging, zaprinast antagonism; higher % means a stronger effect. inhibition, % at 10 µM; hits with a dose series show IC50 in µM. 290,000 tested, 0.052% active;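 active = inhibition of at least 50% with at least 30 cells and total cytoplasm GFP at most 10,000,000; inconclusive = under 30 cells or total GFP of 10,000,000 plus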
RSV CPE inhibition: RSV antiviral activity via CPE protection, HEp-2 cells, primary 10 µM value included (AID 2391). HEp-2 cells, RSV-induced CPE inhibition; higher % means a stronger effect. CPE inhibition, % at 10 µM, or IC50 in µM where a hit was titrated. 310,000 tested, 0.13% active; in the data active = a potency from the dose series; inconclusive = CPE inhibition mostly from about 23% at the one dose, without a potency; inactive = the rest, 99 in 100 with CPE inhibition below about 21%; note: strong numbers were not always called active
Dengue-2 NS5 capping: Dengue-2 NS5 methyltransferase inhibitors, primary screen, biochemical, confirmation dose response (AID 588689); Genome polyprotein (Dengue virus type 2 (strain 16681-PDK53)); Dengue-2 NS5 methyltransferase capping enzyme assay, biochemical; higher % means a stronger effect; inhibition, % at 25 µM, or IC50 in µM where a hit was titrated; 340,000 tested, 0.3% active; in the data active = a potency from the dose series; inconclusive = inhibition above about 29% without an active follow-up result
An asterisk follows results filed as active; ? = inconclusive; · = no result given.

smiles	LYP inhibition	Large T inhibition	PhoP inhibition	ER stress rescue	MgcRacGAP inhibition	West Nile antiviral	GPR35 antagonists	RSV CPE inhibition	Dengue-2 NS5 capping
COc1ccc(OCC(O)CN2C(=O)c3ccccc3C2=O)cc1 (stereo not drawn)	-8%	5%	·	·	9%	-1.0%	18%	0.6%	1%
Cc1cc(C)n(-c2nc3ccccc3nc2N2CCN(C(=O)c3ccccc3)CC2)n1	-10%	8%	3%	-1.2%	8%	-0.1%	5%	1.6%	-7%
O=C(NCC1OCCc2ccccc21)c1ccco1 (stereo not drawn)	-4%	5%	6%	·	14%	-0.1%	9%	1.4%	-1%
O=C(CN1C(=O)c2ccc([N+](=O)[O-])cc2C1=O)Nc1nccs1	-5%	8%	6%	-0.2%	-5%	0.3%	6%	2.3%	-5%
O=C(c1cccc(S(=O)(=O)Nc2ccccc2F)c1)N1CCN(c2ccccc2F)CC1	-4%	6%	2%	-0.8%	7%	-1.1%	-3%	1.4%	0%
CCN(CC)C(=O)CSc1nc(COc2ccccc2)nc2ccccc12	-6%	18%	-2%	·	8%	-0.4%	-2%	13%	-2%
C=CCn1c(COc2ccc(F)cc2)nnc1SCC(=O)N1CC(=O)Nc2ccccc21	-5%	2%	-7%	-1.1%	4%	-0.5%	-2%	1.4%	-8%
O=[N+]([O-])c1nn(-c2ccc(Cl)cc2)n(O)c1=NCc1ccncc1	-6%	4%	5%	-0.7%	10%	-0.6%	-5%	-4.0%	-5%
Cn1ncc(Cl)c1C(=O)N1CCN(S(=O)(=O)c2cccs2)CC1	-5%	2%	-6%	·	11%	-0.4%	0%	0.1%	-6%
COc1ccc(C(=O)O)c(OC)n1	-12%	6%	0%	·	5%	0.2%	18%	0.3%	-2%
C=CCN(c1ccccc1C(=O)O)S(=O)(=O)/C=C/c1ccccc1	-3%	4%	-1%	0.6%	8%	1.3%	4%	0.1%	-5%
O=C(Nc1ccc(NC(=O)c2cccs2)cc1)c1ccco1	-5%	4%	4%	-0.4%	11%	0.1%	9%	1.5%	0%
CCOC(=O)C1(Cc2ccccc2)CCN(Cc2cc(OC)c3c(c2)OCO3)CC1	-4%	·	·	-1.3%	5%	-2.0%	4%	-0.4%	-6%
COc1ccc(C(=O)O)cc1S(=O)(=O)Nc1cccc(C)c1	-1%	4%	8%	-2.7%	1%	1.1%	-25%	0.1%	-2%
CCN(CC)C(=O)CSc1nc2ccc(NC(=O)CSc3nccn3C)cc2s1	-4%	3%	10%	2.9%	16%	-0.8%	12%	1.9%	0%
COc1cc(OC)c(OC)cc1/C=C/C(=O)c1ccc(NS(=O)(=O)c2ccc(C)cc2)cc1	7%	10%	-21%	0.1%	5%	?	-3%	?	-43%
O=C(N/C(=C\c1ccc([N+](=O)[O-])cc1)C(=O)N1CCCCC1)c1ccco1	-5%	22%	-7%	·	7%	1.7%	13%	1.1%	3%
CCN(CC)S(=O)(=O)c1ccc(Oc2cccc(C(C)=O)c2)nc1	-5%	18%	-6%	-1.0%	10%	-0.2%	9%	8.4%	1%
O=C(Nc1nnc(C2CC2)s1)c1cc([N+](=O)[O-])ccc1N1CCCCC1	2%	0%	11%	-4.3%	16%	-0.6%	-14%	3.8%	-3%
O=C(COC(=O)Cn1[nH]c(=O)c2ccccc2c1=O)Nc1c(Cl)cccc1C(F)(F)F	·	8%	2%	·	12%	·	·	-1.1%	-10%

Structural class, the compounds so far with a thiophene ring, fused or not.
smiles	LYP inhibition	Large T inhibition	PhoP inhibition	ER stress rescue	MgcRacGAP inhibition	West Nile antiviral	GPR35 antagonists	RSV CPE inhibition	Dengue-2 NS5 capping
Cn1ncc(Cl)c1C(=O)N1CCN(S(=O)(=O)c2cccs2)CC1	-5%	2%	-6%	·	11%	-0.4%	0%	0.1%	-6%
O=C(Nc1ccc(NC(=O)c2cccs2)cc1)c1ccco1	-5%	4%	4%	-0.4%	11%	0.1%	9%	1.5%	0%

(more compounds)
smiles	LYP inhibition	Large T inhibition	PhoP inhibition	ER stress rescue	MgcRacGAP inhibition	West Nile antiviral	GPR35 antagonists	RSV CPE inhibition	Dengue-2 NS5 capping
COCCn1c(Cc2ccccc2)nnc1SCC(=O)NC(C)C	-4%	-6%	16%	3.0%	10%	·	26%	3.6%	-1%
O=C1Nc2ccccc2C1(c1ccccc1)c1ccccc1	-4%	13%	15%	0.6%	-2%	?	-10%	6.6%	5%
CCN(CC)C(=O)CSc1nnc(CSc2ncccn2)n1C	2%	19%	-8%	·	8%	0.2%	-5%	-0.1%	-9%
COCCCN1C(=O)C(=O)/C(=C(/O)c2ccccc2)C1c1ccc(N(C)C)cc1 (stereo not drawn)	8%	11%	5%	-1.0%	7%	0.6%	7%	-0.9%	-3%
Cc1ccc(NC(=O)CCSc2nnnn2-c2ccc3c(c2)OCO3)cc1C	3%	4%	-5%	-1.1%	9%	0.9%	-4%	4.0%	·
COc1ccc(C(CC(=O)N2CCCCC2)c2c(OC)cc(OC)c3c(-c4ccccc4)cc(=O)oc23)cc1 (stereo not drawn)	3%	23%	5%	·	6%	0.1%	0%	2.3%	2%
CCOCCc1nnc(NC(=O)CCc2ccccc2)s1	-8%	0%	-1%	·	-1%	0.0%	1%	0.2%	-10%
CCSc1nnc(NS(=O)(=O)c2ccc(OC)cc2)s1	2%	9%	3%	-1.9%	8%	0.9%	1%	-0.3%	1%
CCNS(=O)(=O)c1ccc(NC(=O)Nc2ccccc2OC)cc1	-8%	-2%	6%	-0.8%	-1%	-0.1%	-7%	-1.9%	-4%
CC(OC(=O)c1ccc2ccccc2n1)C(=O)c1ccccc1 (stereo not drawn)	-4%	16%	-6%	0.5%	7%	0.7%	10%	-0.3%	-2%
O=C(c1cc(N2C(=O)C3C4CCC(C4)C3C2=O)ccc1Cl)N1CCCCCC1 (stereo not drawn)	-3%	6%	6%	1.9%	3%	-0.8%	-6%	-1.3%	5%
Cc1ccc(S(=O)(=O)N2CCC(C(=O)OCC(=O)N(Cc3ccccc3)C(C)(C)C)CC2)cc1C	·	11%	-2%	·	4%	·	·	-0.5%	-7%
COc1cc(NC(=O)c2ccc(Br)o2)ccc1NC(=O)C(C)C	-1%	1%	-14%	2.0%	4%	0.2%	-12%	3.4%	-9%
Cc1cccc(OCC(=O)N2CCC(N3CCOCC3)CC2)c1	-5%	6%	8%	4.8%	14%	-0.4%	-13%	-0.1%	8%
COC(=O)c1cc2c(ccn2-c2ccc(F)cc2)n1Cc1ccc(OC(C)=O)cc1	2%	7%	-6%	-2.7%	6%	?	4%	2.8%	-3%
CCc1ccc(Oc2cc(Cl)nc(N)n2)cc1	-8%	6%	-33%	-4.4%	2%	-0.1%	-2%	2.0%	-4%
Fc1cnc(N2CCc3ccccc32)nc1N1CCc2ccccc21	-2%	6%	-2%	-1.2%	6%	1.0%	5%	0.2%	-1%
C/C(=N\NC(=O)Cc1ccc(F)cc1)c1ccc(O)cc1	-10%	37%	7%	-1.0%	27%	·	-7%	-1.8%	·
COc1ccc(Cc2noc(-c3ccc(C)cc3)n2)cc1	2%	5%	-5%	·	-3%	-0.5%	8%	?	0%
Cc1ccc(NS(=O)(=O)c2ccc(OCC(=O)NCc3ccncc3)cc2)cc1	-5%	12%	2%	-0.5%	7%	-0.4%	-16%	1.5%	-4%
COc1ccc(N2CCN(C(CNC(=O)C(=O)NCCc3c[nH]c4ccccc34)c3ccco3)CC2)cc1 (stereo not drawn)	7%	6%	-3%	-2.5%	3%	0.2%	-7%	0.8%	-1%
Cc1nc2scc(C)n2c(=O)c1S(=O)(=O)N1CCN(c2ccc([N+](=O)[O-])cc2)CC1	1%	14%	-6%	·	3%	1.5%	7%	1.7%	-1%
CC(C)NC(=O)CSc1nnc(-c2ccc3ncccc3c2)n1C	-3%	13%	-3%	·	4%	0.2%	-4%	0.9%	-1%
CN(C)CCCN(C(=O)c1ccc(S(=O)(=O)N2CCCC2)cc1)c1nc2ccc(Br)cc2s1	-5%	2%	9%	·	5%	2.5%	-3%	0.3%	-5%
COC(=O)[C@H](CCSC)NC(=O)NCCc1ccccc1F	-6%	-11%	6%	1.8%	0%	0.1%	20%	0.2%	-2%
COc1cccc(N/N=C/c2cccc(Br)c2O)c1	1%	18%	0%	·	7%	0.0%	1%	8.2%	2%
Cc1ccccc1NC(=O)CCCSc1nc2ccccc2s1	-3%	-3%	13%	-6.7%	-1%	-0.3%	-7%	4.4%	-4%
CN(C)S(=O)(=O)c1ccc(N2CCCC2)c(C(=O)N2CCC(C(N)=O)CC2)c1	·	-9%	-1%	·	4%	·	·	0.1%	4%
CCN(CC)Cc1c(-c2ccccc2)[nH]c2ccc(C)cc2c1=O	-8%	7%	7%	-0.1%	7%	-0.7%	4%	-0.3%	5%
CCOC(=O)c1cn(CC(=O)Nc2ccc(CC)cc2)nn1	-9%	0%	1%	-1.7%	7%	0.0%	-3%	2.9%	-3%
CCCCN(C(=S)NC(=O)c1cc(OC)c(OC)c(OC)c1)c1c(N)n(Cc2ccccc2)c(=O)[nH]c1=O	-4%	8%	-4%	-1.8%	1%	0.3%	4%	1.0%	·
CC1CN(Cc2nc3c(c(=O)[nH]c(=O)n3C)n2CCN2CCOCC2)CC(C)O1 (stereo not drawn)	-8%	5%	-2%	-1.1%	8%	0.0%	12%	·	-6%
C=C(C)c1nc2cc(OC)c(OC)cc2c(=O)o1	-6%	11%	-12%	-0.4%	11%	-0.3%	1%	-0.3%	-3%
CN1CCc2c(sc(N)c2C(=O)c2ccc(Cl)cc2)C1	-3%	12%	-5%	·	10%	-0.1%	8%	2.0%	-33%
COc1ccc(/C=C/C(=O)OCC(=O)N2CC(=O)Nc3ccccc32)cc1S(=O)(=O)N1CCOCC1	7%	2%	-10%	0.0%	9%	0.2%	-5%	1.9%	-7%
COc1ccc2c(CC(=O)OCC(=O)NC(N)=O)coc2c1	-8%	5%	-1%	·	12%	-0.3%	11%	1.3%	-4%
CCOC(=O)N1CCN(C2=C(NS(=O)(=O)c3ccc(C)cc3)C(=O)c3ccccc3C2=O)CC1	-7%	23%	0%	·	7%	0.6%	0%	-0.1%	2%
NC(=O)CC(NC(=O)Cc1cccc2ccccc12)c1ccc(NC2CCCCCC2)c([N+](=O)[O-])c1 (stereo not drawn)	-3%	23%	-1%	·	9%	-0.2%	-2%	1.6%	-7%

Screening results as filed in PubChem BioAssay.
